# AID2073: disruptors of CaV2.2 binding to Mint1 – biochemical, HTRF (AID 2073); HTRF protein-protein interaction, Mint1-CaV2.2; higher % means a stronger effect; 290,000 tested, 0.19% active; inhibition, % at 20 µM, or IC50 in µM where a hit was titrated; in the data active = inhibition mostly above about 51%, no sharp cut-off; inconclusive = no clear call, values can overlap the other calls; inactive = mostly below about 53%; also: some results filed as inactive read as strong as hits
# human PMI inhibition: MPI enzyme activity inhibition – biochemical, fluorescence intensity, coupled assay, primary screen (AID 1209); purified PMI enzyme, coupled fluorescence intensity; higher % means a stronger effect; inhibition, % at 20 µM; hits with a dose series show IC50 in µM; 190,000 tested, 0.42% active;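 also: plate controls were DMSO vehicle for no effect and wells lacking substrate for full effect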
# Dynein cargo inh: dynein cargo transport inhibition | 3617.4 mouse cells, GR-EGFP nuclear translocation imaging; test concentration mostly 20 µM; stimulated with dexamethasone, 1 µM; stronger effect = lower value | z-score, hits read low | 220,000 tested, 0.47% active | AID 1381;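 active = plate z-score of nuclear minus cytoplasmic receptor signal below a set negative limit, without overly bright fluorescence or cell loss, cut at about -3.5 in these data, passing the limit was not always enough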;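 also: z-score of nuclear minus cytoplasmic ring GR-EGFP intensity difference per well; some compounds called inactive have numbers as strong as hits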
#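 medium = tetracycline-free induction medium containing charcoal-stripped FBS | also added = 1.0 µM final dexamethasone stimulus | schedule = 48 h induction, 1 h compound, 30 min dex at 37 °C | technique = fixed, Hoechst-stained cells imaged at 10x for EGFP | measure = GR-EGFP nuclear translocation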
# LYP phosphatase: inhibitors of LYP phosphatase, biochemical, fluorescence intensity, uHTS (AID 1779); inhibition, % at 11.5 µM; hits with a dose series show IC50 in µM; recombinant LYP phosphatase, fluorescence intensity; higher % means a stronger effect; 290,000 tested, 0.054% active;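 also: plate controls were vehicle with enzyme for no effect and no enzyme for full effect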
# human PMI inhibitors: MPI inhibition at elevated mannose 6-phosphate – biochemical, fluorescence intensity, high mannose 6-phosphate, primary screen (AID 1220) | recombinant PMI enzyme, coupled fluorescence intensity; higher % means a stronger effect | inhibition, % at 20 µM; hits with a dose series show IC50 in µM | 190,000 tested, 0.66% active
# M1AAP inhibition: P. falciparum M1AAP inhibitors, biochemical, fluorogenic H-Leu-NHMec substrate, 1536-well (AID 1445). inhibition, % at 30 µM, or IC50 in µM where a hit was titrated. recombinant M1AAP, H-Leu-NHMec fluorogenic kinetic assay; higher % means a stronger effect. 220,000 tested, 0.42% active;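 active = primary inhibition above the hit cutoff, then over 50% inhibition at one or more dose response concentrations, cut at about 23% in these data, passing the limit was not always enough; inconclusive = conflicting primary data, or primary hits not chosen for dose response; inactive = low primary inhibition, or under 50% at every dose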;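 also: plate controls were DMSO full reaction for no effect and no enzyme background for full effect; strong numbers were not always called active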
# XIAP antagonists: small molecules displacing peptide from XIAP – biochemical, IAP family, fluorescence polarization (AID 1018) | one-dose displacement, % at 20 µM; IC50 in µM for titrated hits | XIAP BIR domain, fluorescence polarization peptide displacement; higher % means a stronger effect | 200,000 tested, 0.007% active; in the data active = displacement above about 50%; also: a part of the inactive calls stands beside numbers as strong as those of hits
# SIAH1 antagonists: Siah-1 peptide-binding antagonists, primary screen, biochemical, fluorescence polarization, rhodamine-plectin, uHTS (AID 1817). Siah-1 / rhodamine-plectin peptide fluorescence polarization; higher % means a stronger effect. displacement, % at 20 µM, or IC50 in µM where a hit was titrated. 290,000 tested, 0.02% active;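 active = displacement of at least 50% at 20 µM, with a fluorescence ratio check between 0.3 and a set limit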;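 also: plate controls were Siah plus tracer with DMSO for no effect and tracer alone without Siah for full effect; strong numbers were not always called active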
# P. falciparum M17LAP: P. falciparum M17LAP inhibitors, primary screen, biochemical, fluorogenic H-Leu-NHMec substrate, 1536-well (AID 1619). inhibition, % at 30 µM; hits with a dose series show IC50 in µM. 220,000 tested, 0.38% active. recombinant M17LAP, H-Leu-NHMec fluorogenic kinetic assay; higher % means a stronger effect;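 active = compound inhibiting the enzyme by more than half at any dose during confirmatory dose-response retesting; inconclusive = strong single-dose inhibitors picked by rank but not retested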;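 also: plate controls were full reaction with DMSO carrier for no effect and no enzyme background for full effect; strong numbers were not always called active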
# Dynein cargo inh cytoplasmic EGFP: second read-out of Dynein cargo inh, no call of its own (marks repeat the call); z-score; measured here: cytoplasmic GR-EGFP intensity; stronger effect = higher value
# Dynein cargo inh nuclear GR-EGFP: recorded beside Dynein cargo inh, whose call it bears; z-score; measured here: nuclear GR-EGFP intensity;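 lower value marks the stronger effect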
# Dynein cargo inh cell count: second read-out of Dynein cargo inh, no call of its own (marks repeat the call); z-score; measured here: cell count per field
# * hit, by the source's call; ? = inconclusive; . = not tested or not shown. Rule as the data show it, unless noted: active = inhibition above about 50%; inactive = the rest.
M1AAP inhibition	human PMI inhibitors	Dynein cargo inh nuclear GR-EGFP	Dynein cargo inh	LYP phosphatase	SIAH1 antagonists	Dynein cargo inh cytoplasmic EGFP	Dynein cargo inh cell count	AID2073	XIAP antagonists	P. falciparum M17LAP	human PMI inhibition	mol
3.7%	.	-0.453	-0.828	-6.8%	-3.3%	-0.227	1.39	-18.8%	.	-0.5%	.	Cn1nc(C(=O)Nc2cccc(S(N)(=O)=O)c2)c2ccccc2c1=O
2.7%	-6.7%	1.74	3.27	0.7%	-0.8%	-0.0314	-4.14	-11.7%	-1.9%	1.5%	-3.3%	CCn1c(SC(C)C)nnc1C1CCN(S(=O)(=O)c2ccc(OC)cc2)CC1
-0.3%	-5.3%	0.0352	0.437	-2.7%	3.8%	-0.188	-0.257	4.2%	-6.5%	1.8%	-3.9%	Cc1nn(-c2ccc3nnc(Br)n3n2)c(C)c1Br
5.4%	-6.0%	-0.531	-1.12	1.2%	5.4%	-0.322	0.924	36.7%	-2.2%	20.5%	-9.7%	Cn1c(COc2ccc([N+](=O)[O-])cc2)nnc1SCC(N)=O
19.9%	-6.6%	0.321	-0.374	-7.9%	-1.6%	-0.2	0.227	-16.4%	-3.8%	0.3%	3.1%	O=C(NC1CCCCC1)NC1CC2CCC(C1)N2C(=S)NCc1ccco1 (stereo unspecified)
2.0%	2.5%	-0.114	-0.39	-1.4%	0.0%	0.869	0.197	?	-1.4%	-1.6%	-2.6%	COc1ccc(NC(=O)CN2CCC3(O)CCCCC3C2c2cc(OC)ccc2OC)cc1 (stereo unspecified)
-6.2%	-2.1%	-0.771	-0.086	-6.4%	-4.7%	-0.0685	0.127	4.5%	-2.0%	0.4%	-5.5%	CCOC(=O)c1c(N)c(C#N)c2n1CCCC2
-4.3%	8.4%	0.125	-0.903	-5.5%	-0.9%	-0.247	0.622	1.7%	-1.8%	-5.9%	9.3%	COc1ccc(/C=C/C(=O)c2ccccc2O)cc1
4.1%	.	-0.0923	-0.349	-2.3%	8.9%	0.069	0.425	8.2%	.	0.4%	.	COC(=O)/C(C#N)=C/c1cc(C)sc1C
-0.6%	.	0.512	0.658	-5.7%	15.4%	-0.15	-1.83	3.8%	.	3.3%	.	CC(=O)Nc1ccc(NC(=O)c2c([N+](=O)[O-])c(C(C)(C)C)nn2C)cc1
-2.8%	7.9%	0.952	0.403	-7.9%	1.1%	-0.115	-0.43	-1.2%	-4.5%	3.2%	7.5%	Cc1ccccc1CS(=O)(=O)CCC(=O)NCCN1CCN(c2cccc(Cl)c2)CC1
1.1%	.	-0.0204	-0.265	-0.6%	12.1%	-0.194	0.425	-21.1%	.	16.0%	.	CCCn1nnc(NC(=O)/C=C/c2ccco2)n1
6.7%	16.4%	-0.339	-0.0892	4.2%	0.3%	-0.169	-0.0985	-12.5%	2.5%	9.4%	11.8%	Cc1ccc(C(=O)ONc2ccc(N=O)cc2)cc1
-1.1%	-2.7%	-0.34	-1.16	-7.0%	-1.3%	-0.307	0.661	14.1%	-2.2%	-1.6%	1.9%	CC1COC2C(O1)N(S(C)(=O)=O)CCN2S(C)(=O)=O (stereo unspecified)
-5.1%	9.7%	0.495	0.0741	-8.7%	-1.5%	-0.232	1.55	1.5%	-4.9%	-8.9%	6.9%	COc1ccc(N2CC(C(=O)Nc3cc(C)on3)CC2=O)cc1 (stereo unspecified)
-1.4%	15.0%	-0.457	-0.739	-3.3%	-2.3%	-0.258	1.81	-0.2%	-2.9%	-2.7%	19.3%	O=C(Nc1ccc(S(=O)(=O)NC2CCCCC2)cc1)c1ccc(Br)o1
7.1%	.	-0.0332	-0.307	-4.2%	2.4%	0.394	-0.167	-4.2%	.	13.2%	.	Oc1ccc(/C=N/N2CCN(c3ccccn3)CC2)cc1
-0.4%	4.1%	0.484	-0.165	-6.8%	7.9%	-0.145	0.523	10.2%	-0.5%	0.5%	1.1%	C=CCn1c(SCC(=O)Nc2ccc(C(=O)OCC)cc2)nnc1-c1cccs1
1.2%	-11.7%	-0.728	-0.97	-9.0%	-5.9%	-0.339	1.38	-5.6%	-0.9%	-2.2%	-7.9%	CCS(=O)(=O)/N=C(\N)c1ccccc1
-2.0%	-9.3%	0.0781	0.432	-3.5%	-1.9%	-0.264	-0.478	-2.1%	-11.7%	7.9%	1.8%	Cc1ccc(NC(=O)CN(C)C(=O)c2ccc(Cl)c([N+](=O)[O-])c2)cc1
5.7%	9.8%	-0.334	-2.02	-6.4%	-0.3%	2.25	0.29	-1.8%	-10.1%	37.6%	2.0%	C/C(N)=C(/C#N)C(=O)CSc1nnc(Nc2cccc(C)c2C)s1
13.3%	-76.3%	0.78	1.2	4.1%	-0.9%	0.122	-1.05	5.7%	-9.3%	4.0%	-41.3%	O=C(C1=C[C@@H]2[C@H]3C(=O)N(c4ccc(Cl)cc4)C(=O)[C@H]3[C@@H](C(=O)c3ccc(Cl)cc3)N2C=C1)c1ccccc1
10.6%	-0.8%	0.512	0.406	-2.6%	-8.1%	-0.13	0.96	-50.2%	-2.1%	9.9%	-0.4%	C[C@@H]1NC(=O)[C@H](CCC(N)=O)NC(=O)c2cc([N+](=O)[O-])cc(I)c2NCCC[C@@H](C(N)=O)NC1=O
9.2%	-10.3%	0.931	-0.232	4.8%	-0.7%	1.99	-2.16	-0.3%	-2.2%	3.6%	-10.1%	Cn1cc(C(=O)C(=O)N2CCCc3ccccc32)c2ccccc21
-1.1%	-5.5%	0.307	0.793	-8.8%	-0.9%	-0.274	-0.316	-0.8%	-3.0%	13.4%	-4.5%	COc1ccc(C2/C(=C(\O)c3ccc(OC)c(Cl)c3)C(=O)C(=O)N2CCN(C)C)cc1 (stereo unspecified)
.	6.0%	0.62	0.186	-4.5%	13.9%	-0.228	0.516	23.2%	-3.0%	.	8.8%	CC(=O)N1CCN(Cc2nc(-c3cccc(Cl)c3)no2)CC1
0.8%	2.9%	-0.455	-0.396	-2.0%	-5.3%	0.175	0.169	18.2%	-4.4%	6.8%	5.9%	COC(=O)c1sc2nc(-c3ccccc3)c3c(c2c1N)CCCC3
-0.8%	-8.3%	-0.21	-0.484	2.8%	-2.3%	-0.124	0.533	-4.4%	-1.4%	-0.5%	5.4%	CC(C)C[C@H](NC(=O)OC(C)(C)C)c1nnc(SCc2cccc(F)c2)o1
5.8%	4.8%	-0.742	-0.9	-1.9%	8.5%	-0.304	0.812	1.3%	0.3%	14.0%	3.7%	COc1ccc(OCCNC(=O)/C=C/c2ccc([N+](=O)[O-])cc2)cc1
16.3%	12.3%	0.0702	0.0546	-4.7%	7.3%	-0.349	-0.158	-0.3%	-5.0%	9.7%	12.5%	CCOc1nc(C)cc(C)c1S(=O)(=O)c1ccc(Cl)cc1
1.9%	2.4%	0.941	2.23	-1.6%	-0.7%	-0.289	-0.999	7.8%	-0.6%	-10.7%	0.2%	Cn1c(SCc2n[nH]c(=S)n2-c2ccccc2)nnc1-c1ccccc1
8.2%	2.7%	-0.598	-0.543	-1.4%	-6.4%	-0.156	0.307	-3.7%	-5.1%	-0.1%	5.6%	CCn1c(COc2ccc(=O)n(-c3ccccc3)n2)nnc1SCc1ccc(C)cc1
2.7%	-5.6%	-0.0226	-0.271	0.0%	2.5%	-0.15	0.527	-0.6%	-6.9%	-5.1%	-3.2%	COC(=O)c1cccnc1NC(=S)NC(C)C
-1.7%	0.2%	-0.417	-0.722	-4.2%	2.2%	-0.256	0.669	-6.0%	-10.2%	-7.3%	8.2%	COc1cc(OC)cc(C(=O)NNC(=O)CCc2ccccc2)c1
2.2%	-4.5%	-0.418	-0.157	3.6%	2.8%	-0.213	0.465	-2.8%	-4.7%	-0.1%	-4.2%	COC(=O)c1ccc(Oc2nc(NC(C)(C)C)nc(N3CCOCC3)n2)cc1
10.1%	2.3%	-0.396	-1.23	-5.3%	-4.3%	-0.14	0.625	34.9%	-2.5%	10.0%	9.3%	CC(=O)c1c(C)[nH]c(C(=O)N2CCc3ccccc32)c1C
3.9%	-93.3%	0.591	1.56	3.6%	-5.8%	-0.243	-0.947	-8.4%	-9.2%	2.7%	-43.7%	N#CCc1nc(CSc2nc3ccccc3s2)cs1
-0.4%	3.8%	1.19	1.33	-7.9%	4.8%	0.628	-0.809	-4.3%	-7.0%	12.9%	2.2%	CCCCCNC(=O)Cc1cc(=O)[nH]c(=O)[nH]1
3.5%	31.6%	0.314	-0.232	-5.1%	3.1%	-0.247	-0.105	-38.1%	-5.9%	7.2%	15.8%	Nc1cccc(Nc2ccccc2)c1
2.1%	-5.5%	-0.392	-1.33	-4.6%	-3.2%	-0.321	1.46	11.3%	-7.9%	-3.4%	-5.0%	Cc1noc(C)c1COc1cccc(C(=O)NC(C)(C)C)c1
-4.5%	-26.7%	0.572	0.547	-0.2%	8.7%	-0.276	0.122	3.7%	-14.3%	-15.0%	-37.1%	Cc1ccc(-c2cc(=O)c3cc(C)ccc3[nH]2)cc1
-5.8%	0.5%	0.214	0.405	-5.5%	5.8%	-0.267	-0.455	-5.3%	-7.6%	-5.5%	-4.2%	O=C(NC1CCCCC1)c1cc(C(=O)c2ccccc2Br)c[nH]1
2.6%	-1.4%	0.926	1.3	-3.3%	11.3%	-0.0134	-1.96	16.5%	0.6%	-1.1%	7.1%	Cc1ccc2cc(C3CC(c4ccco4)=NN3S(=O)(=O)c3ccccc3)c(Cl)nc2c1 (stereo unspecified)
-1.1%	-1.4%	-0.954	-1.79	0.0%	2.8%	-0.22	2.28	15.8%	-6.4%	-10.3%	7.6%	CCCCCCNC(=O)Cc1ccc(Br)cc1
-0.9%	-3.1%	-0.564	-0.845	-5.1%	9.2%	-0.278	0.489	16.5%	3.0%	1.4%	-6.2%	CC1(C)C(=O)NCCN1C(=O)CSc1nccc(-c2ccc(Br)cc2)n1

# Screens deposited in PubChem by several laboratories.
